High-throughput results from PubChem.
Vif-A3G inh: qHTS for Inhibitors of Vif-A3G Interactions: qHTS | DNA dC->dU-editing enzyme APOBEC-3G (Homo sapiens), Q9HC16 | HeLa A3G-eYFP + Vif (tagged APOBEC3G with the HIV-1 protein that degrades it), YFP fluorescence, overnight | Potency, µM (doses to about 46.1 µM), for the others: top-dose activity, negative = active, actives largely listed as inhibitors | 410,000 tested, 0.076% active;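 note: potency is the fitted concentration of half-maximal effect; % is set by controls: 0 for no effect and ±100 for the full control effect; nearly all actives have a fitted effect of over 60% in size; hits raise eYFP signal because A3G escapes Vif-driven loss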
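Read-out is eYFP fluorescence (Ex 488/Em 500-530) from Vif-expressing HeLa A3G-eYFP cells; more signal means A3G escaped Vif-mediated degradation. Cells plated overnight, compound pinned in, incubated overnight at 37 deg C.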
LDHA block: qHTS assay for inhibitors of human lactate dehydrogenase; activity change, % (values are at about 110 or 230 µM); 480,000 tested, 0.15% active; purified LDHA, NADH/diaphorase-resazurin fluorescence; stronger effect = lower value; AID 1347041, 2019; in the data active = activity change below about -30%; inconclusive = mostly about -25% to -30%;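 note: plate controls were DMSO wells for no effect and wells without enzyme for full effect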
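Remaining NADH was detected by diaphorase (0.133 mg/mL) converting 37 µM resazurin to fluorescent resorufin, read at 0 and 20 minutes. The preceding 5-minute room-temperature reaction used 2 nM LDHA, 0.2 mM sodium pyruvate and 0.06 mM NADH at pH 7.4.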
RXFP1 agonist: qHTS Assay for Agonists of the Relaxin Receptor RXFP1. Relaxin receptor 1 (Homo sapiens), Q9HBX9. HEK293T-RXFP1 cAMP TR-FRET, 30 min; response scale: percent of porcine relaxin response, buffer zero. 370,000 tested, 0.3% active. AID 2676, 2010. Potency, µM (titrated, usually from 57.5 µM), for the others: top-dose activation, most hits filed as activators; note: potency is the fitted concentration of half-maximal effect; % is set by controls: 0 for no effect and ±100 for the full control effect; nearly all actives have a fitted effect of over 60% in size; many of its hits are not listed in these tables
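HEK293 cells stably expressing RXFP1, treated 30 min at 37C with compounds plus PDE4 inhibitor Ro 20174; cAMP measured by HTRF TR-FRET. Normalized to buffer and 29 nM porcine relaxin; EC50 by Hill fit.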
Vif-APOBEC3F blk: qHTS for Inhibitors of Vif-A3F Interactions: qHTS | HeLa A3F-eYFP + Vif (tagged APOBEC3F with the HIV-1 protein that degrades it), YFP fluorescence increase | Potency, µM (series often up to 46.1 µM), without a hit: top-dose activity, negative = active | 390,000 tested, 0.2% active; note: potency is the fitted concentration of half-maximal effect; % of control where 0% means no effect; nearly all actives have a fitted effect of over 65% in size
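Fluorescence increase (Ex 488/Em 500-530) after overnight compound treatment at 37 deg C flags inhibition of Vif-driven A3F-eYFP loss in stable HeLa A3F-eYFP/Vif cells seeded overnight beforehand.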
PI4K2A block: qHTS for small molecular inhibitors of PI4K2A; purified PI4K2A, ADP-Glo luminescence, 1 h; stronger effect = lower value; activity change, negative = inhibition, % at 76.9 µM; 420,000 tested, 0.13% active; in the data active = activity change below about -50%; inconclusive = mostly about -30% to -49%;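 note: -100% = wells without enzyme as full effect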
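Compounds are screened against recombinant PI4K2A using PI as substrate and ATP, the latter dispensed at 300 microM. Reactions run one hour at ambient temperature before ADP-Glo detection; full inhibition defined by wells lacking enzyme.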
USP1 inh: Inhibitors of USP1/UAF1: Primary Screen | 390,000 tested, 0.23% active | recombinant USP1/UAF1, Ub-Rhodamine cleavage fluorescence | Ubiquitin carboxyl-terminal hydrolase 1 (Homo sapiens), O94782 | Potency, µM (highest dose often 57.1 µM), inactives show at the top dose activity change, negative = inhibition, usual class: inhibitors; note: potency is the fitted concentration of half-maximal effect; % is set by controls: 0 for no effect and ±100 for the full control effect; nearly all actives have a fitted effect of over 60% in size; inactives centre near -12
Target sequence (O94782 whole entry, looked up): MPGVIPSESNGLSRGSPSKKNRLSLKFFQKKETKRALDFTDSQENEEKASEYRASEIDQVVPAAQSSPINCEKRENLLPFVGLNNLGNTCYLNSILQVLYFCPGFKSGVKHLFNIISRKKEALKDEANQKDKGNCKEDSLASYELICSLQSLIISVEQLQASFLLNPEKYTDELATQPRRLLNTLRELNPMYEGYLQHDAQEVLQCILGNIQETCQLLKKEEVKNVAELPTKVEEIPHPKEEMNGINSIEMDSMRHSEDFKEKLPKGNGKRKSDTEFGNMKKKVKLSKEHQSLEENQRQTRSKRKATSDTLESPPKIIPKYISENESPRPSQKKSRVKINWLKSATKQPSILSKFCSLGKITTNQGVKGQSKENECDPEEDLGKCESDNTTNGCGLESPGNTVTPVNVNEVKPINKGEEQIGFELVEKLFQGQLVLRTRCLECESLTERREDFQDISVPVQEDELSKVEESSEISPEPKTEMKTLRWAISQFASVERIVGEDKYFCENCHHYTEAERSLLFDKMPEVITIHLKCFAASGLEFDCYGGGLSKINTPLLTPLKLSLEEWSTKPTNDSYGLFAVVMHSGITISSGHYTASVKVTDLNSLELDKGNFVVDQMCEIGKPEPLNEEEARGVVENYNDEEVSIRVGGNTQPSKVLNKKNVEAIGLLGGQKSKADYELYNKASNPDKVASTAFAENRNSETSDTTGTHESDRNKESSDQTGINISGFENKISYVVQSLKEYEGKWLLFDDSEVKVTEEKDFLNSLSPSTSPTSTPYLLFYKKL
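Step one: compound is pinned into 1nM USP1/UAF1 in HEPES pH 7.8 buffer with TCEP. Step two: 15 min room-temperature incubation. Step three: Ub-Rho (150nM final) starts cleavage, tracked by fluorescence over six one-minute reads.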
mIDH1 inhibitor: qHTS for Inhibitors of mutant isocitrate dehydrogenase 1 (IDH1): qHTS | Isocitrate dehydrogenase [NADP] cytoplasmic (Homo sapiens), O75874 | IDH1-R132H enzyme, NADPH consumption, diaphorase/resazurin fluorescence | Potency, µM (doses to about 76.6 µM), inactives show at the top dose activity change, negative = inhibition, hits mostly inhibitors | 390,000 tested, 0.093% active | AID 602179, 2012; note: potency is the fitted concentration of half-maximal effect; % is set by controls: 0 for no effect and ±100 for the full control effect; nearly all actives have a fitted effect of over 65% in size
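IDH1-R132H (0.5 ug/mL) preincubated 30 min with compound, then NADPH (0.016 mM) and alpha-KG (2 mM) added; 80 min at RT, pH 7.5. Remaining NADPH coupled via diaphorase/resazurin to fluorescence (540/590 nm); concentration-response curves normalized to no-enzyme control.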
TrxR1 substrate: qHTS Assay for Substrates of Mammalian Selenoprotein Thioredoxin Reductase 1 (TrxR1): qHTS; purified TrxR1 substrate turnover, NADPH consumption readout; Thioredoxin reductase 1, cytoplasmic (Rattus norvegicus), O89049; Potency, µM (doses to about 114 µM), inactives show top-dose activity change, negative = substrate turnover; 390,000 tested, 0.01% active; note: potency is the fitted concentration of half-maximal effect; % is set by controls: 0 for no effect and ±100 for the full control effect; nearly all actives have a fitted effect of over 50% in size
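Rat TrxR1, dispensed at 90 nM, was prereduced with 400 uM NADPH (final) for 5 min at ~22 deg C, then incubated with compound 15 min before 400 uM selenite. A first-read NADPH fluorescence drop versus no-compound background flagged substrates.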
Glioma ERSR ind: qHTS for Inducers of the Endoplasmic Reticulum Stress Response (ERSR) in Human Glioma: qHTS; U87-MG GRP78 promoter luciferase reporter, 16 h; Potency, µM, without a hit: at the highest dose activation, hits mostly activators; 420,000 tested, 0.02% active; note: potency is the fitted concentration of half-maximal effect; series mostly up to about 76 µM; % of control where 0% means no effect; nearly all actives have a fitted effect of over 35% in size
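Stably transfected U87-MG glioma cells carrying a GRP78-based luciferase sensor; 16 h compound incubation. Luminescence end-point read 10 min after Bright-Glo addition at room temperature.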
Active calls of the source: *; ? = inconclusive; / = not tested or not shown; [ ] = another dose, or the depositor's remark. Unless noted, calls come from the whole dose curve; as a rule, active = well fitted curve in the direction sought with a large enough effect; inconclusive = small, poorly fitted or top-dose-only effect, or another doubt; inactive = no such curve, though single readings can be large; an effect the other way counts as inactive or inconclusive.

| Molecule | Vif-A3G inh | LDHA block | RXFP1 agonist | Vif-APOBEC3F blk | PI4K2A block | USP1 inh | mIDH1 inhibitor | TrxR1 substrate | Glioma ERSR ind |
| --- | --- | --- | --- | --- | --- | --- | --- | --- | --- |
| CC(NCC(=O)Nc1ccccc1C(=O)NC1CC1)c1cccs1 (centres undefined) | 1.2% | -4.8 | / | -3.3% | -12.2 | 5.0% | 3.8% | -2.7% | -4.1% |
| CCCCCCCCNC(=O)CCNC(=O)c1ccc(C(C)(C)C)cc1 | -5.8% | -4.9 | 0.9% | 0.7% | 2.5 | -15.1% | 7.8% | -5.0% | -2.5% |
| CC(C)(C)CC(=O)NCc1ccc(F)cc1 | 0.9% | -0.1 | 1.0% | -5.8% | 3.3 | -19.8% | 3.7% | 0.5% | -0.7% |
| O=C(COc1ccccc1Br)NC1CCCC1 | -0.7% | -6.2 | -0.2% | 2.8% | 4.0 | -3.8% | -4.8% | -6.3% | 3.8% |
| O=C(NCc1ccc(Cl)cc1Cl)Nc1nc([C@@H]2O[C@H](CO)[C@@H](O)[C@H](O)[C@H]2O)cs1 | -1.8% | 1.2 | / | / | -1.9 | / | / | / | -0.5% |
| COc1cc(NC(=O)COC(=O)c2[nH]c(C)c(C(C)=O)c2C)cc(OC)c1 | -0.4% | -7.4 | / | 9.4% | 12.3 | ? | -8.4% | 3.4% | -0.7% |
| CCOC(=O)c1cc2sccc2n1CC(=O)Nc1ccc(OC)cc1OC | -5.5% | -4.3 | 0.1% | -2.3% | -2.3 | 0.9% | 5.8% | 8.0% | -2.9% |
| CC1CN(C(=O)c2ccc3c(c2)OCO3)OC(c2ccccc2)O1 (centres undefined) | 0.1% | -2.1 | 0.3% | 3.4% | -2.6 | 1.1% | 0.1% | 4.4%[57.1 µM] | -1.4% |
| Cc1cc(O)c(C(=O)c2cnc3c(c2)COc2ccccc2-3)cc1Cl | 0.6% | -3.8 | 1.6% | 1.3% | -10.8 | -23.1% | -8.8% | 0.6% | -1.0% |
| CC1=NNC(=O)C1CC(=O)N/N=C/C(C)=C/c1ccccc1 (centres undefined) | -5.4% | -9.1 | 0.6% | 0.4% | 2.0 | -18.2% | 0.0% | -12.1% | 1.4% |
| CCOCCSc1nc2c(c(-c3cccs3)c1C#N)CC/C2=C/c1cccs1 | -68.5% | -5.9 | -0.8% | 7.1% | 1.0 | -7.8% | 1.1% | -6.3% | -5.8% |
| CC(=O)C1C(c2ccc(Br)cc2)c2c(noc2C)CC1(C)O (centres undefined) | -0.3% | -0.4 | 3.4% | 2.6% | 4.7 | -10.5% | -11.8% | 3.0% | 1.5% |
| CS(=O)(=O)c1ncc(N(Cc2ccco2)Cc2ccco2)c(C(=O)Nc2ccccc2Br)n1 | -1.3% | -19.1 | 1.8% | 0.6% | 0.2 | -10.4% | -0.9% | 2.5% | -6.9% |
| O=C(Nc1cccc(Cl)c1)c1nc[nH]c1C(=O)NCCCNC(=O)c1[nH]cnc1C(=O)Nc1cccc(Cl)c1 | 1.3% | -4.8 | / | 2.9% | -0.8 | -7.6% | -15.0% | -0.7% | -1.2% |
| O=C(CSc1ccc(-c2ccc(Br)cc2)nn1)NC1CCCC1 | -1.2% | -9.9 | 10.7% | -2.0% | 0.3 | -2.7% | 4.6% | -5.3% | -0.4% |
| O=C(c1ccccc1)c1ccc(C(=O)N2CCN(c3ccc(O)cc3)CC2)cc1 | 0.8% | 3.9 | / | -11.5% | 3.7 | -10.4% | 8.2% | -2.5% | -2.0% |
| Nc1ncnc2c1ncn2CCN1CCOCC1 | -2.4% | -0.9 | 0.1% | 1.6% | -7.2 | -11.9% | 6.2% | 11.5%[57.1 µM] | -3.1% |
| O=C(Nc1cc(C(F)(F)F)ccc1N1CCOCC1)c1ccccc1F | 5.4% | 1.9 | 0.8% | -5.6% | 12.2 | -7.6% | 11.3% | -3.3% | -0.9% |
| O=C(CSc1cn[nH]n1)Nc1cccc(C(F)(F)F)c1 | -0.9% | -8.7 | 0.7% | 2.7% | 0.3 | -12.6% | -4.5% | -1.5% | 0.3% |
| Cc1cccc(NC(=O)c2nc[nH]c2C(=O)Nc2ccccc2F)c1 | 2.8% | -1.2 | / | 4.1% | 0.1 | -30.7% | 1.5% | / | -2.1% |
| CCC(Sc1nc2cc(OC)c(OC)cc2c(=O)n1Cc1ccco1)C(=O)NCCOC (centres undefined) | 2.3% | 0.0 | 1.4% | -0.4% | -2.0 | -8.8% | 3.1% | -4.9% | 5.6% |
| COc1ccc(NC(=O)CSC2=Nc3ccccc3C3=NC(CCC(=O)NCCc4ccccc4)C(=O)N23)c(OC)c1 (centres undefined) | -4.3% | -0.9 | 1.2% | 2.1% | 3.0 | 4.7% | 23.3% | -0.7%[57.1 µM] | -6.0% |
| CCn1c(SCC(=O)Nc2ccc(N3CCOCC3)cc2)nnc1C1CC1 | -2.2% | -0.3 | -2.7% | -0.4% | -4.1 | -16.4% | -3.5% | -7.0% | -3.7% |
| CCOc1ccc(CNC(=O)CCCC(=O)n2nc(C)c3ccccc32)cc1 | 0.5% | -2.2 | 3.4% | 6.5% | -3.2 | -14.7% | 0.0% | 3.6%[57.1 µM] | -4.5% |
| CCc1cc2c(SCC(=O)Nc3ncc(Cl)c(C)c3Cl)ncnc2s1 | -0.2% | -1.7 | 10.1% | -9.8% | -5.2 | -8.9% | 4.0% | 4.1% | -2.1% |
| Nc1nc2ccc(C(=O)N3CCCCC3)cc2s1 | -5.6% | -0.3 | 2.1% | 1.0% | 3.0 | -3.8% | 10.4% | 0.4% | -0.9% |
| Cc1nc(C(=O)NNC(=O)c2ccccc2)c(C(F)(F)F)o1 | -0.7% | 2.5 | 1.8% | 1.5% | 2.6 | -3.8% | 4.9% | 4.6%[11.4 µM] | -4.7% |
| COc1ccccc1CCC(=O)Nc1ccc(S(=O)(=O)Nc2nccs2)cc1 | -3.0% | -0.5 | 0.4% | -10.2% | -1.3 | -15.0% | -3.6% | -12.0% | -3.4% |
| COc1cc2c(cc1OC)C(c1ccccc1F)NCC2 (centres undefined) | -0.7% | -12.6 | -4.5% | 5.5% | -1.1 | 0.2% | -0.9% | 5.9% | 0.1% |
| O=C(Nc1ccccc1)c1ccc(NCCN2CCOCC2)c(S(=O)(=O)N2CCOCC2)c1 | -0.5% | -4.8 | 0.0% | / | -5.7 | -5.2% | 1.6% | -4.7% | -2.3% |
| CCOC(=O)c1oc2ccccc2c1NC(=O)c1ccco1 | 1.1% | -6.8 | -1.1% | -5.8% | 1.4 | -2.5% | -14.3% | -2.3% | -0.3% |
| CCC(=O)N1CCc2cc(S(=O)(=O)NCCC(=O)Nc3cc(C)cc(C)c3)ccc21 | 1.8% | -10.5 | 0.4% | 4.2% | -0.6 | -20.4% | -1.0% | -8.8% | -5.0% |
| Cc1ccc(C2(C)NC(=O)N(CCOc3ccccc3)C2=O)cc1 (centres undefined) | 0.3% | 1.1 | 0.6% | -6.1% | -0.9 | -4.1% | -1.0% | -7.1% | -2.2% |
| COc1ccc(-c2cc(C(=O)N/N=C/c3ccc4c(c3)OCO4)c3ccccc3n2)c(OC)c1 | -13.1% | -1.4 | 4.5% | 0.3% | 7.5 | -1.0% | 4.6% | 11.1% | 0.6% |
| O=C(CCc1ccccc1)NC(NC(=S)Nc1ccc(Cl)cc1)C(Cl)(Cl)Cl (centres undefined) | -0.1% | -5.2 | 0.4% | 8.0% | -9.2 | -19.0% | 2.0% | 1.9% | 6.5% |
| Cc1scc(C(=O)N/N=C/c2ccc(OCC(C)C)cc2)c1C | -0.5% | -7.8 | 1.6% | 2.4% | -10.4 | -20.2% | 0.0% | -5.5% | 1.0% |
| CC1(C(=O)NCc2ccc(F)cc2)Oc2ccccc2NC1=O (centres undefined) | 1.1% | -4.3 | 1.5% | -17.6% | 5.0 | -11.9% | -8.2% | 5.1%[57.1 µM] | -3.5% |
| O=C(N1CCOCC1)N1CCC(c2nc(-c3ccc(S(=O)(=O)N4CCOCC4)cc3)no2)CC1 | 0.2% | -3.4 | 0.2% | 3.8% | -0.1 | -18.2% | 9.4% | 3.9% | -2.2% |
| O=C(CCS(=O)(=O)c1ccc2c(c1)NC(=O)CS2)NCCc1ccc(Cl)cc1 | 4.3% | -2.8 | 5.6% | -1.3% | -2.2 | -26.6% | -10.1% | -5.1% | -2.7% |
| CNC(=S)N/N=C/c1ccc2c(c1)OCCO2 | 1.3% | -6.8 | -1.0% | 4.1% | 2.0 | -4.6% | -5.1% | -2.0% | 2.3% |
| O=C(NC(=S)Nc1ccccc1N1CCOCC1)c1ccc([N+](=O)[O-])cc1 | 2.0% | -5.0 | 4.5% | 13.2% | 2.2 | -10.3% | 2.6% | -9.1% | -5.5% |
| CN(C)S(=O)(=O)c1ccc(NC(=O)CN2CCN(c3ccccn3)CC2)cc1 | -5.8% | 5.9 | 1.1% | -16.2% | -2.8 | -5.6% | 9.6% | 3.2% | 2.8% |

Only part of the results is shown (hit frequency here may not be typical).
